High-throughput results (PubChem)
TEAD-YAP inh: TEAD-YAP interaction inhibition, primary screen, TEAD-YAP interaction inhibitor project, luminescence, HEK-TIYL cells | TEAD-Gal4/YAP UAS-luciferase luminescence | inhibition, % at 9.12 µM | 640,000 compounds, 1.4% hits; in the data active means inhibition above about 32%;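 further: 0% = median of test compound wells and 100% = reference inhibitor wells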
MITF primary: MITF inhibitors, primary screen, biochemical, AlphaScreen, human; AlphaScreen MITF homodimerization, bead proximity signal; 650,000 compounds, 0.91% hits; Microphthalmia-associated transcription factor (Homo sapiens), O75030; inhibition, % at 2.6 µM; in the data active means inhibition above about 50%;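 further: 0% = vehicle wells with protein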
FBW7 act: FBW7 E3 ligase activators, primary screen, biochemical, AlphaScreen, human. F-box/WD repeat-containing protein 7 (Homo sapiens), Q969H0. AlphaScreen FBW7–phospho-cyclin E peptide binding, activator screen. normalized activity (activation), % at 26.1 µM. 650,000 compounds, 0.13% hits. AID 1259310, 2017; in the data active means normalized activity above about 1.9%;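 further: purified mutant Fbw7 with reduced substrate affinity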
GPR151 ag: activators of human GPR151, primary screen, cell-based, PathHunter beta-arrestin, luminescence; G-protein coupled receptor 151 (Homo sapiens), Q8TDV0; PathHunter beta-arrestin GPR151 cells; activation, % at 11.2 µM; 650,000 compounds, 1% hits; AID 1508602, 2020; in the data active means activation above about 4.9%;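 further: 0% = median of compound wells and 100% = cells with positive control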
The depositor's hits bear a star; . = no result given.

Field names – A = TEAD-YAP inh; B = MITF primary; C = FBW7 act; D = GPR151 ag
1) CCOc1ccc(NC(=O)CSc2nc3cc(C(=O)NCc4ccco4)ccc3c(=O)n2Cc2ccco2)cc1
  A: -6; B: 0; C: -0.1; D: 0.3

2) COc1ccc(C(=O)CN2CCN(C/C=C/c3ccccc3)CC2)cc1
  A: 5; B: -6; C: -0.2; D: 0.7

3) Cc1ccc(Nc2c(Cl)c(Cl)nc(Cl)c2C(F)(F)F)cc1
  A: 67*; B: 13; C: 0.1; D: -0.4

4) O=C(NC1CC1)c1cc(N2CCC(N3CCOCC3)CC2)nc2ccccc12
  A: 3; B: -1; C: 0.3; D: 0.3

5) CCOC(=O)CSc1cn(Cc2ccc(Cl)cc2)c2ccccc12
  A: .; B: -8; C: .; D: -0.9

6) O=C(NCCNCc1cccc(F)c1)c1cccs1
  A: -3; B: 14; C: -0.1; D: 1.7

7) COc1ccc(/C=C/C(=O)OCc2c(C)noc2C)cc1
  A: -1; B: -5; C: 0.2; D: 2.6

8) CSc1ccc(S(=O)CC(=O)O)c([N+](=O)[O-])c1 (stereo not given)
  A: 7; B: -5; C: -0.2; D: 3.1

9) CCCCOc1ccc(C(O)(CC)CCN2CCOCC2)cc1 (stereo not given)
  A: 10; B: 10; C: -0.1; D: -1.2

10) COC(=O)c1cc(Cl)c2ccccc2c1O
  A: 6; B: 22; C: 1.1; D: -0.9

11) COc1ccc(Cn2c(-c3ccc(OC)cc3)n[nH]c2=S)cc1
  A: -1; B: -4; C: -0.2; D: -0.6

12) CC(C)CCOc1ccc(-c2nn(-c3ccccc3)cc2/C=c2\sc3nc(=O)c(Cc4ccccc4)nn3c2=O)cc1
  A: 5; B: -17; C: -0.2; D: 2.4

13) O=[N+]([O-])c1cc(C(F)(F)F)ccc1NCCOc1cccc2cccnc12
  A: 4; B: -3; C: -0.2; D: -1.2

14) O=C(Nc1nonc1NC(=O)c1cccs1)c1cccs1
  A: 31; B: 17; C: 0.1; D: 0.2

15) COc1cc(S(=O)(=O)Nc2ccccc2C)ccc1Cl
  A: -2; B: -2; C: 0.0; D: 0.2

16) CC(C)Cn1c(N2CCN(C(=O)NCc3ccccc3)CC2)nc2ccccc21
  A: -1; B: -20; C: -0.1; D: -1.1

17) CC1C(=O)Nc2ccc(S(=O)(=O)N3CCC(C(N)=O)CC3)cc2NC1=O (stereo not given)
  A: 4; B: 2; C: 0.1; D: 0.7

18) Cc1nc(-n2nc(-c3cccs3)cc2NC(=O)Cc2ccc(F)cc2)[nH]c(=O)c1Cc1ccccc1
  A: -4; B: -5; C: 0.0; D: 1.0

19) Cc1cccc(N=C2CSc3nnc(-c4ccccc4Br)n3N2)c1C
  A: -3; B: -6; C: -0.1; D: -0.6

20) COC(=O)c1ccc(NC(=O)c2ccc3c(c2)C(=O)N(c2cccc(OC(C)=O)c2)C3=O)cc1
  A: -1; B: 20; C: -0.1; D: 0.8

21) N[C@@H](Cc1ccccc1)C(=O)N1CCC(C(=O)Nc2ccc3[nH]ncc3c2)C1 (stereo not given in full)
  A: -4; B: 15; C: -0.1; D: 0.1

22) COc1cc(C(NC(=O)CCl)NC(=O)CCl)ccc1OCCC(C)C
  A: 3; B: 1; C: -0.1; D: 1.2

23) COc1cc(OC)c(/C=C2/C(=O)NC(=O)N(C3CCCCC3)C2=O)c(OC)c1
  A: 7; B: 2; C: -0.1; D: 2.4

24) COC(=O)c1ccc(/C=N/NC(=O)c2ccco2)cc1
  A: -35; B: 2; C: 0.1; D: -6.8

25) O=C(c1cccs1)N(Cc1ccccn1)Cc1ccco1
  A: -4; B: 4; C: -0.1; D: 0.5

26) CCOc1cc(S(=O)(=O)N(C)C)ccc1Cl
  A: 4; B: 16; C: 1.3; D: -1.8

27) COC(=O)c1ccc(COC(=O)c2ccc(S(=O)(=O)C(F)F)cc2)o1
  A: -7; B: -2; C: -0.1; D: -0.9

28) CCCCn1c(SCC(=O)NC(C)(C)C)nc2c1c(=O)n(C)c(=O)n2C
  A: 6; B: 0; C: 0.3; D: 1.4

Compounds were not picked by outcome; any-hit rate near 3.4%.
